# GPR35 arrestin U2OS – inhibition of zaprinast-stimulated GPR35 beta-arrestin translocation – imaging, U2OS, beta-arrestin-GFP, zaprinast agonist, primary screen (AID 2058). U2OS GPR35 beta-arrestin-GFP translocation imaging, zaprinast antagonism; higher % means a stronger effect. inhibition, % at 10 µM, or IC50 in µM where a hit was titrated. 0.052% of 290,000 active;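 active = inhibition of at least 50% with at least 30 cells and total cytoplasm GFP at most 10,000,000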
# Rac1 GTP hydrolysis – MgcRacGAP GTPase-activating activity inhibitors, confirmation, biochemical, ADP Hunter fluorescence; MgcRacGAP-stimulated Rac1 GTP hydrolysis, ADP Hunter fluorescence; higher % means a stronger effect; GST-tagged Rac1 F28L mutant substrate; inhibition, % at 30 µM, or IC50 in µM where a hit was titrated; 0.6% of 340,000 active; AID 624330;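 active = first-screen hits whose inhibition reached a set limit at any dose in the follow-up dose series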;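 also: fluorescence reports GDP produced by GAP-driven GTP hydrolysis; strong numbers were not always called active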
# K1F lysis inhibition – protection from phage-mediated lysis, alamar blue read-out – E. coli UTI89, K1F phage, bacterial capsule biogenesis inhibitors (AID 488966). 0.02% of 340,000 active. E. coli UTI89 K1F phage lysis, alamar blue, 2 h; higher % means a stronger effect. one-dose inhibition, % at 100 µM; IC50 in µM for titrated hits;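 active = phage lysis inhibition, versus mean bacterial control, above a set limit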;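 also: capsule biogenesis inhibitors block K1F phage lysis so surviving cells raise fluorescence; higher fluorescence means more inhibition of phage lysis; actives were called in the ten point dose series up to 300 µM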
# NOD1 NF-kB reporter – NOD1 signaling inhibitors, primary screen, cell-based, luminescence, uHTS (AID 1578) | NOD1-driven NF-kB luciferase reporter cells, luminescence; higher % means a stronger effect | inhibition, % at 4 µM; hits with a dose series show EC50 in µM | 1% of 290,000 active; in the data active = inhibition mostly above about 36%, no sharp cut-off; inactive = mostly below about 34%;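 also: HEK-293T reporter cells stimulated with the NOD1 agonist gamma-tri-DAP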
# KOR beta-arrestin-1 – kappa opioid receptor activators – cell-based, luminescence, uHTS, primary screen (AID 1777). KOR beta-arrestin recruitment, luminescence; higher % means a stronger effect. one-dose activation, % at 10 µM; EC50 in µM for titrated hits. 0.02% of 280,000 active; in the data active = activation above about 50%, passing the limit was not always enough; also: a part of the inactive calls stands beside numbers as strong as those of hits
# GPR55 beta-arrestin – selective activators of receptor GPR55 – imaging, U2OS cells, beta-arrestin-GFP redistribution, primary screen (AID 1961); U2OS GPR55 beta-arrestin-GFP redistribution imaging; higher % means a stronger effect; activation, % at 10 µM, or EC50 in µM where a hit was titrated; 0.048% of 290,000 active;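 active = activation above 40% with more than 50 cells counted in the well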;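 also: U2OS osteosarcoma cells stably expressing GPR55 and beta-arrestin-GFP; plate controls were DMSO negative control for no effect and LPI positive control for full effect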
# KOR beta-arrestin-2 – KOR antagonists, beta-arrestin recruitment, cell-based, luminescence, uHTS (AID 1778); one-dose inhibition, % at 10 µM; IC50 in µM for titrated hits; 0.091% of 290,000 active; KOR beta-arrestin recruitment, luminescence, antagonist mode; higher % means a stronger effect; in the data active = inhibition above about 50%; also: strong numbers were not always called active
# NTR1 ag – NTR1-driven beta-arrestin-GFP spot formation – imaging, U2OS cells, high content, primary screen (AID 493036); agonist mode; activation, % at 20 µM; 0.17% of 330,000 active;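 active = activation at or above 40% of the spot to cytoplasm intensity ratio, with at least 20 cells analyzed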;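 also: 0% = DMSO without peptide and 100% = 100 nM NTR1 peptide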
# Target sequence (P30989 whole entry, looked up): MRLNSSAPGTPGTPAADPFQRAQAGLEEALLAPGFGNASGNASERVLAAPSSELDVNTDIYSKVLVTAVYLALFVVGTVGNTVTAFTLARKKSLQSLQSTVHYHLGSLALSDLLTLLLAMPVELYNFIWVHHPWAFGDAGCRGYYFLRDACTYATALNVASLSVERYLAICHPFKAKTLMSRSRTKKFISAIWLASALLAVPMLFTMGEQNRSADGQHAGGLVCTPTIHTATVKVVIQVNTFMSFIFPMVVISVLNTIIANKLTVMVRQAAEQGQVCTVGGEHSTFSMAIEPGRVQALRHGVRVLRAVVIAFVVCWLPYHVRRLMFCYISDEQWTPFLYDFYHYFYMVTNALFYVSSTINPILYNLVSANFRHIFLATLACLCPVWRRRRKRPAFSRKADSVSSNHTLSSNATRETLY
# GPR55 LPI antagonism – inhibition of LPI-stimulated GPR55 beta-arrestin translocation – imaging, U2OS, beta-arrestin-GFP, LPI agonist, primary screen (AID 2013); U2OS GPR55 beta-arrestin-GFP translocation imaging, LPI antagonism; higher % means a stronger effect; inhibition, % at 10 µM; hits with a dose series show IC50 in µM; 0.13% of 290,000 active;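 active = spots per cell inhibited over 60%, with over 100 cells counted and total cytoplasm intensity under 500,000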;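 also: U2OS cells stably carrying GPR55 and arrestin-GFP stimulated by 5 µM LPI near EC80; imaged beta-arrestin-GFP aggregate spots per cell after agonist stimulation; plate controls were LPI-stimulated DMSO wells for no effect and DMSO wells without LPI for full effect; some results filed as inactive read as strong as hits; confirmed hits need IC50 under 10 µM and bright autofluorescent wells are also inconclusive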
# NTR1 ag cell count 20 µM – recorded beside NTR1 ag, whose call it bears; cell count; measured here: cell count, cytotoxicity flag
# Numbers without * were called inactive; x = not tested or not shown; [ ] = dose if it differs, or a comment. A portion of the library; rates above refer to the full screens.
SMILES,GPR35 arrestin U2OS,Rac1 GTP hydrolysis,K1F lysis inhibition,NOD1 NF-kB reporter,KOR beta-arrestin-1,GPR55 beta-arrestin,KOR beta-arrestin-2,NTR1 ag,NTR1 ag cell count 20 µM,GPR55 LPI antagonism
N#Cc1ccccc1COc1ccc(/C=C/C(=O)O)cc1,6%,12%,-0.1%,32%,-0.9%,0.0%,10%[20 µM],-1.4,75,2%
c1ccc(OCCCCn2cnc3ccccc32)cc1,-9%,3%,0.3%,-13%,5.1%,-0.4%,4%,-0.3,21,7%
Cc1ccc(CSc2nnc(-c3cnccn3)n2C)cc1,-5%,3%,-0.7%,0%,-1.7%,-0.1%,11%,0.9,48,9%
Cc1cc(NC(=O)C2CC(=O)N(c3ccccc3C)C2)no1 (stereo not given),0%,9%,0.0%,-8%,0.9%,0.3%,-7%,1.3,55,0%
O=C(/C=C/c1cccc([N+](=O)[O-])c1)NCCSCc1c(Cl)cccc1Cl,8%,6%,0.3%[50 µM],-8%,1.9%,-0.5%,39%,-0.2,48,6%
O=C1CCN(C(=O)Nc2ccccc2Cl)N1,5%,0%,0.1%,-5%,-5.5%,0.3%,11%,0.8,62,-18%
O=C(Nc1cc(Cl)ccc1Cl)c1ccc(-c2ccccc2)cc1,1%,5%,2.6%,-36%,22%,-0.2%,11%,2.7,58,-3%
O=C(NC(=S)Nc1nc2c(s1)CSc1ccccc1-2)c1ccccc1,2%,15%,-0.5%,66%,-0.8%,0.0%,-87%,62*,80*,21%
CC1(C)CC(=O)C2=C(C1)N(c1ccc(F)cc1)C(N)=C(C#N)C2c1cccs1 (stereo not given),2%,0%,0.3%,0%,3.3%,0.3%,2%,1.4,40,16%
Cc1ccc2cccc(OCCCOc3ccccc3F)c2n1,8%,4%,-0.1%,-32%,-1.7%,-0.1%,-13%[20 µM],3.4,55,-14%
O=c1c(/C=N/O)c(Nc2ccccc2)nc2ccccn12,5%,9%,-0.6%,20%,5.2%,-0.1%,23%,1.4,56,9%
CCN(Cc1ccccc1)C(=O)Cn1cc2c(n1)CCCC2,13%,1%,1.7%,-28%,-3.1%,-0.3%,6%,5.4,54,5%
COc1ccccc1C(=O)NCCn1cc(SCC(=O)NCC2CCCO2)c2ccccc21 (stereo not given),-3%,2%,0.0%,-5%,-3.5%,-0.1%,8%,1.1,56,1%
Cc1cc(NC(=O)c2cccc(S(=O)(=O)Nc3cccc(C(=O)O)c3)c2)no1,7%,-1%,0.0%,-25%,13%,-0.1%,-25%,0.5,74,0%
NC(=S)NNc1ccc(Cl)c(Cl)c1,16%,15%,-0.8%,4%,1.1%,0.4%,-5%,4.9,41,-12%
CSc1cnc2c(=O)[nH]c(=O)n(C)c2n1,-2%,2%,0.8%[50 µM],-22%,1.5%,-0.1%,-18%,-0.2,63,4%
CCn1c(/C=C/c2ccccc2Cl)nc2ccccc2c1=O,5%,12%,0.0%,-18%,1.8%,0.2%,22%,4.7,83,-5%
CNC(=O)Nc1ccc2nc(C)oc2c1,6%,8%,0.1%,8%,4.7%,0.1%,15%,1.8,50,0%
CN(C)/C=N/C(=S)Nc1ccccc1Cl,28%,2%,-0.3%,-21%,-3.4%,-0.1%,-11%[20 µM],0.1,93,5%
Cc1ccc2c(C)c(C(=O)NCCN3CCOC3=O)oc2c1C,53%,12%,0.1%,-42%,1.0%,-0.1%,-26%,-1.4,49,-2%
CCN(C(=O)CSc1nnnn1-c1ccccc1)c1c(N)n(Cc2ccccc2)c(=O)[nH]c1=O,-1%,4%,0.0%[50 µM],-34%,-4.6%,-0.6%,26%,1.2,41,4%
Cc1ccc(NC(=O)CSc2nnc([C@H](C)NC(=O)OC(C)(C)C)o2)c(C)c1,-3%,x,x,-7%,2.0%,-0.3%,2%,-0.6,40,-2%
Cc1cc(S(N)(=O)=O)c(N)c(S(N)(=O)=O)c1,3%,7%,0.2%,-12%,0.1%,0.4%,28%,-1.2,84,11%
CSc1ccccc1NC(=O)C1CCN(S(C)(=O)=O)CC1,-3%,10%,0.3%,-30%,-1.6%,-0.1%,-8%,0.0,64,2%
COc1ccc(N2CCN(CCCNC(=O)C3CCC(CNc4nc(=S)[nH]c5ccccc45)CC3)CC2)cc1 (stereo not given),-10%,10%,0.4%,15%,-1.9%,-0.7%,4%,0.9,62,12%
CCc1ccc2c(c1)C(NC(C)=O)C(=O)N2CC (stereo not given),18%,0%,-1.8%,4%,-2.3%,-0.2%,-94%,0.9,78,-4%
O=C(NC(=S)Nc1cnc2ccccc2c1)c1ccccc1,-2%,-1%,-0.4%,-33%,-3.0%,-0.1%,-2%[20 µM],0.0,36,-2%
CC(C)(C)NC(=O)CSc1nc2ccccc2n1-c1ccccc1,-6%,9%,0.7%,14%,x,-0.1%,16%,1.9,41,-15%
COc1ccc2[nH]c3c(c2c1)CCN1C(=O)N([C@@H](C)C(=O)NCc2ccc(C)cc2)C(=O)[C@]31C,-11%,-1%,4.0%,34%,2.9%,0.3%,-46%[20 µM],1.2,88,-3%
Cc1cccc(C)c1NC(=O)/C(=C/c1ccco1)c1ccccc1,-13%,-3%,7.7%,-7%,-3.8%,0.3%,-1%,-0.1,56,-1%
O=C1SCCC1NC(=O)C(c1ccccc1)c1ccccc1 (stereo not given),19%,x,x,-1%,-3.5%,-0.1%,14%,0.4,63,4%
O=C(Nc1cccc(Cl)c1)OCc1cncs1,1%,2%,-0.1%,-11%,-4.8%,-0.1%,24%,0.5,64,14%
N#CC(C#N)=Cc1c(N2CCN(c3ccccc3)CC2)nc2ccccn2c1=O,-12%,12%,0.1%,-4%,-6.0%,-0.1%,4%,2.9,85,17%
Cc1ccc(C(=O)N/N=c2\sc3ccccc3n2C)cc1,13%,10%,4.3%,14%,1.3%,0.4%,-4%,2.0,49,-1%
Cc1cc(C)c(NC(=O)NC(=O)c2cccc(F)c2)c(C)n1,0%,11%,0.4%,-17%,-0.3%,0.0%,5%,-1.0,63,22%
CCOC(=O)N1CCN(c2nc(-c3cccs3)cc(C(F)(F)F)n2)CC1,-2%,7%,0.3%,-16%,-4.6%,-0.1%,3%,2.1,83,x

# The final two entries of the section before lead into the next:
SMILES,GPR35 arrestin U2OS,Rac1 GTP hydrolysis,K1F lysis inhibition,NOD1 NF-kB reporter,KOR beta-arrestin-1,GPR55 beta-arrestin,KOR beta-arrestin-2,NTR1 ag,NTR1 ag cell count 20 µM,GPR55 LPI antagonism
Cc1cc(C)c(NC(=O)NC(=O)c2cccc(F)c2)c(C)n1,0%,11%,0.4%,-17%,-0.3%,0.0%,5%,-1.0,63,22%
CCOC(=O)N1CCN(c2nc(-c3cccs3)cc(C(F)(F)F)n2)CC1,-2%,7%,0.3%,-16%,-4.6%,-0.1%,3%,2.1,83,x
Cc1cc(NS(=O)(=O)c2ccc(NC(=O)CCCOc3cccc(C)c3C)cc2)no1,8%,6%,-0.3%[50 µM],-12%,-1.2%,0.3%,4%,1.1,59,-5%
CCOc1ccc(C(=O)OCC(=O)N2CCOCC2)cc1OCC,8%,6%,0.1%,-22%,-2.8%,0.1%,-13%,0.7,51,-7%
Cc1cc(C)c(S(=O)(=O)Nc2ccnc(-c3cccnc3)n2)c(C)c1,3%,6%,-0.7%,-21%,2.5%,-0.6%,-10%,0.4,53,-5%
COCCn1c(=O)[nH]c2cc(C(=O)N3CCN(c4ccc(Cl)cc4)CC3)ccc2c1=O,6%,8%,0.6%,-3%,-0.7%,-0.2%,-30%,2.4,53,2%
NC(=O)c1ccc(NS(=O)(=O)c2ccc3ccccc3c2)cc1,6%,7%,0.3%,-9%,-2.8%,-0.1%,-1%,2.6,71,1%
COc1cccc(C(C(=O)NCC2CCCO2)N(C(=O)Cn2nnc3ccccc32)c2ccccc2C(C)=O)c1OC (stereo not given),8%,3%,3.4%,-27%,-0.3%,-0.1%,22%,-0.4,48,-16%
Cc1ccc(-c2cc(C(=O)N3CCN(C(=O)c4ccco4)CC3)no2)cc1,24%,12%,1.9%,-22%,2.9%,-0.1%,-24%,1.3,58,0%
CCOC(=O)c1cccc(NC(=O)C(NS(=O)(=O)c2ccc3c(c2)CCN3C(C)=O)C(C)C)c1 (stereo not given),-2%,12%,0.5%,-28%,-0.8%,-0.1%,1%,-0.4,63,8%
COc1cccc(OC)c1C(=O)Nc1cccc2c1CCCC2,-11%,8%,-0.2%,5%,0.9%,0.4%,-44%[20 µM],2.3,64,-1%
COc1ccc(N(C)C(=O)CCS(=O)(=O)c2cccc3nonc23)cc1,4%,3%,1.1%,-18%,4.6%,-0.2%,-7%,1.1,85,7%
COc1ccc(-c2cc3ccc(OCC(C)=O)cc3oc2=O)cc1OC,-17%,11%,-0.2%,-29%,-3.7%,-0.2%,-10%,-0.3,52,-6%
CCC(=O)NC(=S)Nc1ccc(NC(=O)c2ccc([N+](=O)[O-])cc2)cc1,-2%,3%,-0.4%,-12%,-3.6%,0.5%,-4%,0.8,37,10%
CC(Sc1nc2cc([N+](=O)[O-])ccc2n1-c1cccc(C(F)(F)F)c1)C(=O)NC(N)=O (stereo not given),-9%,5%,2.1%[50 µM],-17%,-3.6%,0.3%,-9%,6.0,75,14%
CCn1c(=N)n(CC(=O)C23CC4CC(CC(C4)C2)C3)c2ccccc21,-1%,5%,0.5%,-36%,1.1%,0.2%,-8%,2.4,54,1%
C=CCc1cccc([C@@H]2[C@@H](C)CC[C@H]3C(=O)N4[C@@H](c5cc(OC)c(OC)c(OC)c5)c5[nH]c6ccccc6c5C[C@H]4C(=O)N23)c1,-6%,x,x,-26%,0.6%,-0.3%,-40%,3.2,64,11%

# Exported tab-delimited: 3 of the compounds above
compound	GPR35 arrestin U2OS	Rac1 GTP hydrolysis	K1F lysis inhibition	NOD1 NF-kB reporter	KOR beta-arrestin-1	GPR55 beta-arrestin	KOR beta-arrestin-2	NTR1 ag	NTR1 ag cell count 20 µM	GPR55 LPI antagonism
Cc1cc(C)c(S(=O)(=O)Nc2ccnc(-c3cccnc3)n2)c(C)c1	3%	6%	-0.7%	-21%	2.5%	-0.6%	-10%	0.4	53	-5%
CCOc1ccc(C(=O)OCC(=O)N2CCOCC2)cc1OCC	8%	6%	0.1%	-22%	-2.8%	0.1%	-13%	0.7	51	-7%
CCOC(=O)c1cccc(NC(=O)C(NS(=O)(=O)c2ccc3c(c2)CCN3C(C)=O)C(C)C)c1 (stereo not given)	-2%	12%	0.5%	-28%	-0.8%	-0.1%	1%	-0.4	63	8%
